GC-B act – GC-B (human) receptor activation; 0.11% of 370,000 active; activation, % at 10 µM; HEK293-GC-B cells, CNP EC30, cGMP TR-FRET; 0% at EC30 CNP, 100% saturating CNP; P20594;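 active means activation at 10 µM reaching about 35% in either raw or pattern-adjusted values, limit read from the data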
GC-A act – GC-A (human) enzyme activation; 0.14% of 370,000 active; AID 1671463; P16066; HEK293 GC-A cells, cGMP TR-FRET, EC30 ANP; 0% at EC30 ANP, 100% saturating ANP; activation, % at 10 µM; in the data active means activation above about 40%
hcDAF12 agonist – activates DAF-12 receptor from parasite H. contortus; 1.4% of 370,000 active; activation, % at 6.8 µM; HEK293 hcDAF-12 lit1-tk-luc reporter, luminescence; 0% DMSO, 100% Δ7-dafachronic acid;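 active means activation above the mean of all tested compounds plus 3 SD, cut at about 5.5% in these data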;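 further: 100% = response to 3 µM Δ7-dafachronic acid high control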
DAX1 inh-1 – blocks DAX1 repression of SF-1 activated StAR promoter; inhibition, % at 6.8 µM; 1.1% of 370,000 active; AID 652010; HEK293T StAR-luciferase reporter, SF-1/DAX-1 repression relief;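 active means inhibition above the mean over all tested compounds plus 3 SD, cut at about 3.6% in these data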;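 further: 0% = DAX-1 cells with DMSO and 100% = cells lacking DAX-1 with DMSO; higher inhibition means more luminescence from relief of DAX-1 repression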
FXN GAA850 act – activators of GAA850 frataxin (FXN) promoter. HEK293 lucGAA850 FXN promoter luciferase reporter, 24 h; percent of 10 µM SAHA response. activation, % at 6 µM. 0.56% of 360,000 active;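 active means activation above the average of all compounds screened plus 3 SD, cutoff fixed separately per campaign, cut at about 7.5% in these data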;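 further: 0% = DMSO wells and 100% = 10 µM SAHA wells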
DAX1 inh-2 – inhibitors of human orphan nuclear receptor DAX1 (NR0B1); inhibition, % at 6.75 µM; AID 504766; P51843; HEK293 Gal4-DAX1 luciferase reporter, luminescence; 0.99% of 340,000 active;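 active means inhibition above the mean over all tested compounds plus 3 SD, cut at about 4.2% in these data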;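 further: 0% = DAX1-transfected cells with DMSO and 100% = empty-vector control cells with DMSO; inhibition shows as a rise in luminescence from relieved DAX1 repression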
Target sequence (P51843 207-470 limits assumed): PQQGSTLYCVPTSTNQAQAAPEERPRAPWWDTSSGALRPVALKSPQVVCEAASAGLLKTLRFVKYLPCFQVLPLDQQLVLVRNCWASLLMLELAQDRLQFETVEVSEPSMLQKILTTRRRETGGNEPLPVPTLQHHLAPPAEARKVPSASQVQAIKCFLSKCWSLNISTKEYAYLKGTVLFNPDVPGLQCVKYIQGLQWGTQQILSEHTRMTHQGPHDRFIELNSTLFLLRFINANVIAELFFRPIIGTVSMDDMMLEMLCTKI
sPLA2-III inh – Inhibits HGIII-sPLA2 liposome hydrolysis, primary screen; Q9NZ20; QFRET BODIPY PC-A2 liposome hydrolysis, fluorescence; inhibition, % at 12.2 µM; 0.56% of 370,000 active; AID 743126;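 active means inhibition above mean plus 3 SD of compounds lying within the high and low control bounds, cut at about 19% in these data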;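 further: 0% = median of test compound wells and 100% = no enzyme DMSO wells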
Target sequence (Q9NZ20 whole entry, looked up): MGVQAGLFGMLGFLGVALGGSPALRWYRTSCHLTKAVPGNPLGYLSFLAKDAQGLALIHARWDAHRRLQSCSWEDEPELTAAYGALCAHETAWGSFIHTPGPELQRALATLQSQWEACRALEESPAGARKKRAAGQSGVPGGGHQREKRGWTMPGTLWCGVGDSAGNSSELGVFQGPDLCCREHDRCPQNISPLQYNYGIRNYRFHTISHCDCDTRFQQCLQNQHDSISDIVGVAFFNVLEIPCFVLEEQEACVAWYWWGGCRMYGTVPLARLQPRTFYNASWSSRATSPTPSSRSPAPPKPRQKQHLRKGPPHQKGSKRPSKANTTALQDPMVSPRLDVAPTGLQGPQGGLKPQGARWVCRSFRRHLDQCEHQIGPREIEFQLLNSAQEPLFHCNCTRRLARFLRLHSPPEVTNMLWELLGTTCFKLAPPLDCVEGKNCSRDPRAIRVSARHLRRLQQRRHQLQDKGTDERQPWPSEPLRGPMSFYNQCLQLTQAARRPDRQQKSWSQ
ssDAF12 agonist – S. stercoralis DAF-12 activation, primary screen | HEK293 ssDAF-12/GRIP1 lit1-tk-luc reporter, luminescence; % of 3 µM dafachronic acid response | activation, % at 6.8 µM | 1% of 370,000 active;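 active means activation above the mean over all tested compounds plus 3 SD, cut at about 0.9% in these data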;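 further: 0% = DMSO-only wells and 100% = 3 µM delta7-dafachronic acid wells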
KLK7 zymogen act – activators of human kallikrein-7 zymogen | 0.9% of 370,000 active | purified proKLK7, EDANS-DABCYL substrate fluorescence; 100% is mature enzyme control, 0% vehicle | P49862 | activation, % at 7 µM;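 active means activation above the mean of all tested compounds plus 3 SD, computed per campaign excluding outliers beyond control limits, cut at about 13% in these data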
Target sequence (P49862 whole entry, looked up): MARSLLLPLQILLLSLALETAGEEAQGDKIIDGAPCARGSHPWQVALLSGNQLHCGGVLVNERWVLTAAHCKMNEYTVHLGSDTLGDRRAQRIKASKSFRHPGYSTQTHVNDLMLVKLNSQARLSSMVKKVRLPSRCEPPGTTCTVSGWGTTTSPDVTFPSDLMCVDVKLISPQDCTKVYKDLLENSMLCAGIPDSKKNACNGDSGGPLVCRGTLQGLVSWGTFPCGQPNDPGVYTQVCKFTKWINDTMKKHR
hgDAF12 agonist – agonists of H. glycines DAF-12 nuclear receptor; activation, % at 6.8 µM; HEK293 GAL4-hgDAF12 UAS-luciferase reporter, agonist luminescence; normalized to butyrate control; 1.8% of 370,000 active;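 active means activation above a cutoff set at the mean of all screened compounds plus 3 SD, cut at about 10% in these data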;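 further: 0% = DMSO wells and 100% = sodium butyrate wells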
SMARCA2 act – SMARCA2 function activation, primary screen | AID 652017 | MG213 cells, MMTV-luciferase reporter, dexamethasone, overnight | 1% of 370,000 active | activation, % at 9.1 µM; in the data active means activation above about 7.8%;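 further: 0% = vehicle wells and 100% = reference activator wells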
The depositor's hits bear a star; . = not tested or not shown.

A first look (two entries):
SMILES | GC-B act | GC-A act | hcDAF12 agonist | DAX1 inh-1 | FXN GAA850 act | DAX1 inh-2 | sPLA2-III inh | ssDAF12 agonist | KLK7 zymogen act | hgDAF12 agonist | SMARCA2 act
Cc1c(-c2cccs2)[n+](=O)c2c(n1[O-])CCC2 | -1 | 1 | -1.6 | 0.3 | -2.2 | 0.5 | 4 | -0.9 | -0.2 | 1.6 | -3
Cc1ccccc1/C=N/NC(=O)Cn1nnc(N)n1 | 1 | 1 | -0.3 | 0.3 | 0.7 | -0.1 | 4 | -2.0 | 0.4 | -0.5 | -3

Results, from the start:
SMILES | GC-B act | GC-A act | hcDAF12 agonist | DAX1 inh-1 | FXN GAA850 act | DAX1 inh-2 | sPLA2-III inh | ssDAF12 agonist | KLK7 zymogen act | hgDAF12 agonist | SMARCA2 act
Cc1c(-c2cccs2)[n+](=O)c2c(n1[O-])CCC2 | -1 | 1 | -1.6 | 0.3 | -2.2 | 0.5 | 4 | -0.9 | -0.2 | 1.6 | -3
Cc1ccccc1/C=N/NC(=O)Cn1nnc(N)n1 | 1 | 1 | -0.3 | 0.3 | 0.7 | -0.1 | 4 | -2.0 | 0.4 | -0.5 | -3
Cc1ccc(-n2ncc3c2CC(C)(C)CC3NC(=O)CCn2cncn2)cc1 (stereo not given) | 1 | -3 | -0.9 | -1.3 | 0.6 | -0.3 | 1 | -1.2 | 0.0 | -1.5 | 0
CC(=O)N1CCN(C(=O)c2cc(S(=O)(=O)N(C)c3ccc(F)cc3)ccc2Cl)CC1 | 4 | 1 | -1.3 | -0.8 | 0.8 | 0.9 | 7 | -0.9 | -0.3 | -0.6 | 0
COc1ccc(-c2csc(NC(=O)CSC(C)C(=O)Nc3cc(C)on3)n2)cc1OC (stereo not given) | 0 | -2 | -1.5 | -1.9 | 0.1 | -0.5 | -2 | -0.9 | 0.1 | 2.3 | -3
COc1ccc(Cl)cc1Cn1c(C)c(C(=O)NCc2cccc(Cl)c2)sc1=O | -16 | -3 | -0.2 | -0.6 | -3.4 | . | -13 | -1.7 | -0.2 | -4.7 | -2
CCN(CC)CCCNc1oc(-c2ccc(OC)c(OC)c2)nc1C#N | -7 | -7 | -1.0 | 0.3 | -2.1 | -0.1 | 10 | -1.3 | 7.2 | 2.5 | 3
Cc1ccc(CSc2nc3nc(C)cc(C)c3c(=O)[nH]2)cc1 | 7 | 6 | -1.4 | 0.4 | 4.7 | 0.3 | -2 | -0.6 | -0.5 | -0.7 | 0
COc1ccc(C(=O)NCc2ccccc2C)cc1S(=O)(=O)NC1CCCC1 | 0 | 1 | -0.9 | -0.1 | -1.0 | 0.0 | -3 | 0.9* | 0.1 | -0.7 | 0
CCN(CC)C(=O)c1cccc(-c2csc(C(C)(O)c3cccc(F)c3)n2)c1 (stereo not given) | 4 | 2 | -2.3 | -3.6 | -2.7 | . | -20 | -1.9 | 0.3 | -5.6 | -3
CC(C)OC(=O)Cc1nc2sc(-c3ccccc3)cc2c(=O)[nH]1 | 0 | 8 | 1.4 | 0.7 | 1.8 | 1.1 | -94 | -0.7 | -14 | 7.7 | 1
O=[N+]([O-])c1ccccc1S(=O)(=O)NCCc1ccncc1 | 6 | -1 | -1.4 | -0.8 | -1.0 | 0.6 | 0 | -0.9 | -0.1 | -1.0 | 1
Cc1cc(N2CCN(c3ccccc3)CC2)nc2ccccc12 | -5 | -2 | 2.1 | -0.1 | 1.6 | 1.2 | 8 | -1.3 | 0.7 | 4.5 | -1
N#CCC(=O)Nc1ccc(C(=O)OCC(=O)NNC(=O)c2cccs2)cc1 | 1 | 0 | -1.3 | 0.1 | 0.6 | 0.1 | -31 | 0.3 | -0.2 | -0.1 | 3
COc1ccc(C(=O)/C=C/c2ccc(OC)c(COc3ccc(F)cc3)c2)cc1 | 1 | -1 | -0.9 | -0.4 | 2.6 | -0.1 | -3 | -1.4 | -0.2 | -1.4 | -1
N/C(=N\OC(=O)Cc1ccc([N+](=O)[O-])cc1)c1ccccn1 | -6 | -2 | 1.9 | 0.8 | -2.1 | 2.6 | -8 | -1.9 | -0.8 | 5.6 | -1
COc1ccc(CN2C(=O)C(CC(=O)NCc3cccs3)CC(C(=O)N3CCOCC3)=C2C)cc1 (stereo not given) | 4 | -1 | -2.3 | -0.6 | 0.6 | -0.3 | 10 | -0.9 | -0.1 | -4.3 | -4
CCN(CC)c1nc(Oc2ccc(=O)[nH]n2)nc(N2CCOCC2)n1 | 9 | -1 | 2.8 | -0.8 | 1.4 | -0.9 | 13 | -1.4 | -1.1 | 1.6 | -3
CCOc1ccc(NC(C)=O)cc1N | 1 | -1 | 2.2 | 0.7 | 2.7 | 0.3 | 4 | 0.1 | 0.2 | 0.0 | -1
O=C(CSc1ccc(-c2ccccn2)nn1)NC1CCCC1 | 3 | 0 | 1.5 | -0.1 | 0.4 | -0.5 | 2 | -1.2 | 0.2 | -2.8 | -4
O=C(Nc1ccc(F)cc1)c1ccc2ncsc2c1 | -1 | -2 | 4.3 | 1.2 | 6.2 | 1.0 | -4 | 0.2 | 1.6 | 12* | 3
COc1cccc(-c2nn(-c3ccc(C)cc3)cc2C(=O)N(C)CC(=O)Nc2cccc(F)c2)c1 | 0 | -2 | -0.7 | 0.8 | -0.5 | -1.3 | -28 | -1.5 | 0.1 | -0.7 | -1
CC1=C(C(=O)Nc2ccccc2)C(c2ccc(C)o2)n2c(s/c(=C\c3ccco3)c2=O)=N1 (stereo not given) | -9 | -10 | -1.4 | -0.2 | -2.9 | -1.1 | -14 | -1.0 | -0.4 | -0.9 | -3
CCCCOC(=O)n1c(SCC(=O)N(CC)CC)nc2ccccc21 | 7 | 8 | -3.1 | -0.8 | -1.4 | -1.0 | -5 | -1.4 | -0.1 | -0.6 | 1
CC(=O)N/C(=C\c1ccccc1)C(=O)OCC(=O)NC(=O)c1ccccc1 | 2 | 4 | -0.5 | 0.1 | 1.1 | -0.3 | -2 | -0.2 | 0.1 | 4.5 | 1
CCC(=O)c1ccc(N2CCN(C(=O)COc3ccc(F)cc3)CC2)c(F)c1 | -5 | 6 | -2.1 | -0.8 | -4.6 | -1.2 | -11 | -1.8 | -0.1 | -1.4 | -2
CCOC(=O)Nc1ccc2c(c1)C(=NNC(=S)NC)c1ccccc1-2 | -2 | -3 | -0.8 | -3.4 | 14* | -0.8 | -12 | -1.5 | -6.1 | -0.6 | 9.8*
Fc1cc2nccnc2cc1N1CCSCC1 | -2 | 14 | -1.2 | -0.8 | 3.4 | 1.1 | 0 | -0.7 | -0.3 | 1.4 | 0
COc1cc(NC(=O)CSc2nnc(-c3ccncc3)n2C2CCCCC2)ccc1NC(=O)c1ccco1 | -1 | 1 | -1.4 | 0.2 | -0.1 | -0.3 | -21 | -0.7 | -0.1 | -0.6 | -3
CCCOc1ccc(-c2nc(C#N)c(N3CCc4ccccc4C3)o2)cc1 | -2 | -1 | -0.6 | -0.3 | 1.1 | 0.4 | 5 | -1.3 | -0.3 | -0.4 | -4
CC1(C)CC(=O)c2cn3c(nc2C1)nc1ccccc13 | -2 | -1 | -0.2 | -0.3 | 2.0 | -1.0 | 0 | -1.0 | 1.2 | -1.2 | -2
CC(C)C(NC(=O)c1c(F)cccc1F)C(=O)N1CCN(c2ccccc2F)CC1 (stereo not given) | 3 | -3 | -1.8 | -0.3 | 3.0 | -0.4 | 6 | -0.8 | 0.1 | -0.8 | -3
COc1ccc(C(=O)Nc2ccc(C)cc2C(=O)c2ccccc2)cc1 | -8 | -3 | -1.2 | -0.1 | 3.0 | -1.1 | -2 | -1.6 | 0.5 | -2.8 | -4
CCN(CC)S(=O)(=O)c1ccc(/C=C/C(=O)NC2CCCCC2)cc1 | 5 | 5 | -2.1 | -0.1 | 1.4 | -0.7 | -3 | -1.2 | -0.1 | -0.3 | 1
O=C(CN(c1ccccc1)S(=O)(=O)c1ccccc1)NCCSc1nc2ccccc2s1 | -19 | -8 | 1.1 | -0.6 | 0.4 | 1.7 | -4 | -0.7 | 0.4 | -0.3 | -1
C=CC[n+]1ccn(-c2nc3ccccc3nc2[N-]S(=O)(=O)c2cccs2)c1 | 9 | 11 | 0.5 | 0.5 | 0.6 | 0.1 | 11 | -0.8 | 4.0 | 1.9 | -3
COc1ccc2c(c1)C(=O)N1[C@H]3c4cc(C)ccc4OC[C@@H]3[C@H](c3ccccc3)[C@]1(C)C(=O)N2 | -8 | 0 | -1.3 | -1.7 | -11 | -3.0 | 3 | -1.0 | -3.9 | -0.9 | -3
COC(=O)C1=C(CSCc2ccccc2)NC(=O)NC1c1cc(C)ccc1C (stereo not given) | -6 | -15 | -1.6 | -0.6 | -2.9 | -0.5 | 8 | -0.7 | -0.8 | -3.2 | -1
COC(=O)[C@]12C[C@H](CC(=O)NCc3cccc4ccccc34)C(=O)N(Cc3ccc(Cl)cc3Cl)C1=C[C@H](COCc1ccccc1)O[C@@H]2C | 4 | -3 | -2.5 | -0.3 | . | . | -12 | -1.2 | -0.8 | -0.3 | -4
COc1ccc(OC)c(CNC(=O)c2coc(=O)c3ccccc23)c1 | -1 | 1 | -0.6 | 0.8 | -0.3 | 0.3 | 5 | -1.8 | -0.2 | -1.8 | -3
CCN1C(=O)[C@H]2[C@@H](c3ccc(C(F)(F)F)cc3)N[C@]3(CCCN(CC4CCCCC4)C3=O)[C@H]2C1=O | 1 | 3 | -0.8 | -0.8 | 0.8 | 2.6 | 4 | -1.1 | -0.1 | -1.1 | -4
O=C(Cn1cc(C(F)(F)F)ccc1=O)NCC1CCCO1 (stereo not given) | 2 | 0 | -0.3 | 2.3 | 0.3 | -0.3 | 6 | -1.5 | 0.1 | -1.2 | -3
O=C(Cc1ccccn1)c1ccc(F)cc1 | -2 | 4 | -0.2 | 0.8 | 4.7 | -0.7 | 9 | -0.8 | 1.6 | 1.9 | 1
Cc1[nH]c(=S)[nH]c(=O)c1CCC1OCCO1 | -1 | 4 | 2.4 | 0.0 | 3.9 | -0.5 | 3 | -1.1 | -0.5 | 0.1 | -1
O=C(O)C1=C[C@@H](c2coc3ccccc3c2=O)C[C@@H](OCc2ccc(CO)cc2)O1 | 8 | 3 | -0.2 | 0.0 | 1.6 | 1.3 | -4 | -0.9 | 6.1 | 1.8 | 0
C#CCOCCOCCOCCNc1nc(N2CCN(C(=O)Cn3cc(CCO)nn3)CC2)nc(N2CCN(C(=O)Cn3cc(CCCN=C(N)N)nn3)CC2)n1 | 6 | -1 | -0.9 | 0.3 | 0.1 | -0.8 | 4 | -1.6 | 0.2 | 1.8 | 0
CC(=O)Nc1ccc(C(=O)N2CCc3cc4c(cc3C2C)OCCCO4)cc1 (stereo not given) | 7 | -1 | -0.8 | -0.5 | 1.0 | 1.4 | -3 | -1.5 | 0.9 | 3.3 | 0
CC1(c2ccc(Cl)cc2)NC(=O)N(CC(=O)N2CCN(S(=O)(=O)c3ccccc3)CC2)C1=O (stereo not given) | 6 | 2 | -1.6 | 0.5 | -1.5 | -0.5 | -3 | -0.9 | 0.1 | 1.4 | -2
COC(=O)c1ccc(-n2nnnc2SCC(=O)Nc2ccccc2C(=O)OC)cc1 | -3 | 0 | 0.4 | 0.0 | 3.7 | 0.9 | -7 | -0.9 | 0.6 | 0.6 | 0

Screening data from PubChem BioAssay.

The order is random (roughly 6.7% active in at least one column).
